Growth percent in the NCI-60 one-dose screen (48 h, 10 µM unless noted): 100 = growth as untreated, 0 = no growth, -100 = all killed.
HCT-116 – HCT-116 colon cancer. 7.3% of 82,000 active. AID 1794798
NCI-H226 – NCI-H226 lung cancer; 3.5% of 79,000 active
HCT-15 – HCT-15 colon cancer. AID 1794746. 5.2% of 82,000 active
KM12 – KM12 colon cancer cells. AID 1794800. 5% of 82,000 active
HT29 – HT29 colon cancer. 7.4% of 81,000 active
COLO 205 – COLO 205 colon cancer; 7.3% of 79,000 active; AID 1794742
NCI-H460 – NCI-H460 lung cancer | 6.8% of 82,000 active | AID 1794736
SW-620 – SW-620 colon cancer; AID 1794795; 5.2% of 82,000 active
NCI-H322M – NCI-H322M lung cancer | 2.7% of 80,000 active
Numbers without * were called inactive; x = not tested or not shown; & = joins results of further samples. The calls were made as follows: active = growth percent below 10; inactive = the rest.

SMILES	HCT-116	NCI-H226	HCT-15	KM12	HT29	COLO 205	NCI-H460	SW-620	NCI-H322M
CC(C)CCC[C@@H](C)[C@H]1CC[C@H]2[C@@H]3CC[C@H]4Cc5nc(N)sc5C[C@]4(C)[C@H]3CC[C@]12C	99.4	101.6	103.5	93.7	99.6	117.3	109.7	98.8	98.6
CCCCCCCCCCCC(=O)NCCC[N+](C)(C)CC(=O)[O-]	89.9	93.8	100.2	86.6	x	88.7	103.6	109.0	96.6
[O-][n+]1onc(-c2ccccc2)c1COc1ccc(Nc2ncnc3c2cnn3-c2ccc(Br)cc2)cc1	92.7	104.3	94.9	103.2	94.5	104.7	110.9	114.8	97.9
COc1ccc(C2=NN(c3ccc(S(N)(=O)=O)cc3)C(c3cn(-c4ccccc4)nc3-c3ccc(C)cc3)C2)cc1 (stereo not drawn)	90.8	104.0	89.6	93.6	96.9	99.4	102.2	109.5	99.1
Clc1cc(Cl)cc(N2N=C(c3cccc(Nc4ccncc4)c3)CC2c2ccccc2)c1 (stereo not drawn)	38.7	93.1	-71.9*	-8.2*	1.2*	-49.7*	-76.1*	-68.6*	78.0
NCCCCOc1ccccc1	104.4	93.4	111.8	111.4	116.5	114.1	106.5	97.8	109.7
CCCc1ccccc1-c1cc(-c2ccccc2)on1	77.6	90.5	91.3	124.6	88.0	121.3	93.1	103.5	92.7
Cc1ccccc1-c1ccc2c3c(cccc13)C(=O)N(N1C(=O)c3cccc4cccc(c34)C1=O)C2=O	100.2	101.0	103.3	x	110.2	115.5	108.1	105.5	107.5
CC(=O)Nc1ccc(S2=Nc3ccccc3S2)cc1 (stereo not drawn)	94.6	96.2	96.1	101.3	103.4	103.1	104.2	102.0	x
Cc1ccccc1N=C1C(=O)Nc2ccccc21	96.5	x	106.1	105.8	106.1	x	108.2	99.1	98.4
O=C1CCc2ccc(OCCCCN3CCN(c4cccc(Cl)c4Cl)CC3)cc2N1	40.1	77.2	53.8	75.3	45.7	x	78.1	83.5	80.9
Cn1cnc([N+](=O)[O-])c1Sc1nnc(-c2ccccc2)c(-c2ccccc2)n1	32.8	77.1	56.0	92.5	74.8	90.2	113.4	48.0	102.3
O=S(=O)(NCCNc1cc(-c2c(-c3cccc(O)c3)nc3sccn23)ccn1)c1ccc(Cl)cc1	57.4	62.4	53.2	59.6	65.7	x	58.3	89.2	86.0
Cc1ccc2c(c1)C(=O)/C(=C/c1ccc([N+](=O)[O-])cc1)S2	14.3	52.2	96.2	104.7	79.1	102.9	92.5	49.4	105.1
O=C(/C(=C(/c1cccc([N+](=O)[O-])c1)N1CCOCC1)N1CCOCC1)c1ccccc1	97.5	105.7	103.8	108.8	x	124.3	107.6	102.0	110.3
CC(=O)ON1CCCC(P(=O)(NCc2ccc(F)cc2)OCc2ccc([N+](=O)[O-])o2)C1=O (stereo not drawn)	102.9	101.6	98.7	102.1	104.2	117.0	103.4	112.6	105.1
Cc1nc(SCC(=O)c2ccccc2)n(Nc2ccccc2)c1C	86.9	99.1	99.3	104.6	97.7	110.9	104.4	109.1	90.3
Oc1ccc(CCC2CCCC(CCc3ccc(OCCF)cc3)N2)cc1 (stereo not drawn)	86.0	99.3	88.1	104.4	87.2	97.2	102.2	111.8	106.2
CCC(=O)NC(=O)NC(c1ccccc1)c1ccccc1	99.6	97.0	98.4	99.3	102.2	101.0	101.7	99.3	87.7
COc1cc2c(c(OC)c1OC)-c1ccc(OC)c(=O)cc1[C@@H](NC(=O)CCl)CC2	-39.3*	12.5	7.8*	-10.3*	5.0*	-71.9*	-5.4*	21.3	52.1
COc1cc(C(=O)/C=C/c2c[nH]c3ccccc23)cc(OC)c1OC	12.2	55.6	19.0	11.5	-21.1*	-65.1*	8.0*	37.3	x
Cc1cccc(/C=C\C(=O)c2ccc(Cl)cc2)c1	62.3&52.5	100.2&112.3	96.6&89.5	95.1&96.3	90.9&84.1	110.8&121.3	101.6&109.8	69.0&89.3	92.6&102.8
Cc1cccc2c(=O)c3c(sc12)c(NCCN)nc1ccccc13	-93.9*	x	-79.9*	-90.5*	-54.9*	x	-75.3*	-77.6*	-38.3*
N#Cc1c(-c2ccc(Cl)cc2)cc(-c2cccc(OCC(=O)O)c2)[nH]c1=O	106.6	98.6	98.8	109.2	122.7	112.5	104.3	x	94.4
c1ccc(CN(N=C(c2ccccc2)c2ccccc2)c2ccccc2)cc1	66.2	76.8	79.3	91.9	63.9	93.6	94.4	87.4	93.4

The final 2 records of the section above open the next one.
SMILES	HCT-116	NCI-H226	HCT-15	KM12	HT29	COLO 205	NCI-H460	SW-620	NCI-H322M
N#Cc1c(-c2ccc(Cl)cc2)cc(-c2cccc(OCC(=O)O)c2)[nH]c1=O	106.6	98.6	98.8	109.2	122.7	112.5	104.3	x	94.4
c1ccc(CN(N=C(c2ccccc2)c2ccccc2)c2ccccc2)cc1	66.2	76.8	79.3	91.9	63.9	93.6	94.4	87.4	93.4
Cc1ccc(-c2c(C#N)c(N)n(-c3cc(C)ccn3)c(=O)c2C#N)cc1	97.2	98.9	99.7	95.5	90.6	98.8	103.9	97.1	92.5
c1ccc2c(N=NSc3ncnc4nc[nH]c34)c3ccccc3nc2c1	-33.7*	-23.0*	-7.0*	9.4*	1.0*	-95.3*	2.6*	-27.6*	8.4*
CC1(C)CC2(OC2c2ccccc2)C(=O)c2ccccc21 (stereo not drawn)	95.4	x	95.6	99.3	90.4	110.3	94.4	95.8	103.9
CCOC(=O)CNC(=O)C1(NC(=O)CNC(=O)OCc2ccccc2)CCCC1	101.4	114.5	102.0	108.3	105.4	120.5	111.7	109.7	108.7
CC(O)CSCC(C)O (stereo not drawn)	107.4	101.9	96.8	105.8	105.3	112.4	115.4	108.5	120.8
C=C1CC[C@@H]2[C@]3(C)COC(c4cn[nH]c4-c4ccc(OC)cc4)O[C@@H]3CC[C@@]2(C)[C@@H]1C/C=C1/C(=O)OCC1O (stereo partly drawn)	-19.0*	-45.0*	-35.3*	-5.2*	-26.3*	-83.1*	-49.6*	x	32.6
CCc1ccc(S(=O)(=O)NC(=O)NC2CC2)cc1	100.2	x	98.1	101.5	105.1	123.3	109.0	102.3	96.1
Cc1nc2sc(C(=O)Nc3cccc(Br)c3)c(N)c2cc1C(=O)c1ccccc1	101.9	97.7	95.2	94.5	100.3	109.8	101.8	98.6	93.3
N/C(=N\C(N)=N\c1nc2ccccc2s1)c1ccccc1Cl	91.3	94.3	94.1	98.0	108.0	104.4	95.8	100.7	93.2
COc1ccc(-c2c(NC(=O)Nc3ccccc3)cnn2-c2ccc(S(N)(=O)=O)cc2)cc1	105.5	91.4	107.5	103.9	104.4	115.0	103.7	100.5	101.8
Cc1ccc(NS(=O)(=O)N2CCCCC2)cc1	108.3	98.1	114.8	103.0	106.0	95.6	116.4	105.5	113.0
CCCCc1ccc(N2CCC(=S)NC2=S)cc1	102.8	97.3	101.7	101.0	116.8	104.1	102.0	101.4	104.6
CCOC(=O)c1c2c(n(-c3ccccc3)c1-c1ccccc1)/C=C\CCCC2	78.8	107.3	97.4	85.1	80.0	107.8	103.3	103.1	100.8
CC(=O)Oc1ccccc1C(=O)Nc1ccc(C(=O)/C=C/c2ccc(Cl)cc2)cc1	99.2	108.3	105.5	104.1	114.8	113.7	112.2	105.2	107.9
COC(=O)[C@]12CC[C@@H](C)[C@H](C)[C@@H]1C1=CC[C@@H]3[C@@]4(C)C(C=O)=C[C@@](C)(COC(C)=O)[C@@H]4[C@H](O)C[C@@]3(C)[C@]1(C)CC2	-76.8*	-25.2*	-62.7*	-27.5*	-52.8*	-40.4*	-64.6*	-59.4*	28.3
COc1ccc(-c2nnc(SCc3ccc(O)c4ncccc34)o2)cc1	23.1	63.7	10.1	15.7	89.1	102.2	14.9	17.7	49.3
CCCCCCOC(=O)c1ccc([N+](=O)[O-])cc1	114.0	95.3	103.1	102.6	106.9	113.1	105.0	103.5	107.5
O=C1N=CC2(N=N2)C(=O)N1	100.8	112.8	92.1	99.8	115.3	116.2	120.5	80.3	98.8
O=C(Nc1ccc(C2=NCCN2)cc1)Nc1ccc(C2=NCCN2)cc1	98.5	65.7	93.1	97.5	92.9	95.6	84.5	98.1	99.0
COc1ccc2sc3nc4nc5n(c(=O)c4c(=N)n3c2c1)-c1ccccc1Sc1ccccc1-5	93.2	86.5	97.5	100.3	102.8	79.2	104.8	111.4	86.9
OCCN1CCN(c2cc(-c3cccc(OC(F)(F)F)c3)nc3ccc(N4CCCC4)cc23)CC1	15.6	70.1	10.9	23.4	5.3*	-18.8*	11.3	3.0*	80.0
O=C(O)C(=O)Nc1cccc([N+](=O)[O-])c1	102.0	88.0	90.8	97.4	95.8	98.2	107.0	97.3	106.6
O=C(N/N=C/c1ccc2c(c1)OCO2)C1CC1	94.8	105.8	106.9	104.9	99.1	110.5	121.1	112.0	95.1
COC(=O)[C@]1(C)CCC[C@]2(C)[C@H]3C[C@@H]4[C@H]5[C@@H]6CC/C(=N\N)[C@H]5[C@@]3(CC[C@H]21)C[C@]4(C(C)C)O6	93.0	90.8	102.7	100.6	109.9	109.6	104.0	102.3	101.6
CCCCCCCCCCCCCCCCCCOc1cccc(CC(=O)NCC[N+](C)(C)C)c1	85.0	76.4	81.3	75.5	61.8	43.1	74.7	91.2	96.2
SMILES	HCT-116	NCI-H226	HCT-15	KM12	HT29	COLO 205	NCI-H460	SW-620	NCI-H322M
COc1ccc(Cc2n[nH]c(=S)n2-c2cc(C)ccc2C)cc1OC	108.5&93.8	97.5&102.2	98.7&96.2	103.6&111.8	103.4&92.8	116.4&114.2	116.1&105.3	109.3&104.8	100.2&117.9
Cc1ccc(S(=O)(=O)Nc2nnc(C(C)C)s2)cc1	105.3	94.3	105.4	104.1	105.8	103.5	103.9	105.0	97.2
O=c1oc2ccc(-c3ccc(F)cc3F)cc2c(=O)n1-c1ccc(F)c(Cl)c1	4.8*	-24.8*	-23.6*	-22.7*	23.1	7.6*	-0.6*	3.2*	-1.7*
O=C(O)CC(Sc1ccc(Cl)cc1)C(=O)Nc1ccccc1 (stereo not drawn)	x	98.1	112.2	108.8	107.2	121.0	107.7	105.7	98.1
COc1ccc2c(c1)N(CCO)C1=C(C(=O)OC1)C2c1cc(OC)c(OC)c(OC)c1 (stereo not drawn)	4.0*	2.0*	5.3*	-43.0*	-4.8*	-65.4*	0.8*	19.4	17.0
COc1ccc(C(O)(CCC(C)C)C(CN2CCOCC2)c2ccc(Cl)cc2)cc1 (stereo not drawn)	26.6	x	35.6	48.0	9.0*	76.4	86.8	28.5	88.3
CCOC(=O)c1sc(-c2ccc(OS(=O)(=O)c3ccc(Cl)cc3)c(C=O)c2)nc1C	21.7	86.2	39.0	79.7	73.6	108.5	76.7	39.1	75.2
CC12C(=O)OC(=O)C1(O)C1c3ccccc3C2c2ccccc21 (stereo not drawn)	100.5	113.8	103.1	106.1	107.3	112.4	108.0	103.2	108.4
COc1cc2ncnc(Oc3ccc(NC(=O)Nc4ccc(CN5CCOCC5)c(C(F)(F)F)c4)c4ccccc34)c2cc1OC	17.4	1.5*	32.9	6.3*	14.2	13.4	25.4	24.8	19.3
O=C(Cn1cc(COc2ncnc3c2cnn3-c2ccccc2)nn1)Nc1cccnc1	104.0	x	95.7	101.9	117.8	x	102.7	102.7	100.1
OC(CNc1ncccn1)c1ccccc1 (stereo not drawn)	105.0	74.7	91.9	109.8	106.7	107.5	105.2	99.2	90.8
CC1CCN(Cc2ccc(NC(=O)c3cc4ccc5cccnc5c4[nH]3)cc2)CC1	13.6	43.0	22.2	15.1	6.3*	-16.3*	8.4*	28.1	49.2
O=C(CCN1C(=O)CCC1=O)Nc1ncc(Cc2cc(Cl)ccc2Cl)s1	99.2	100.5	106.8	109.8	102.9	112.6	111.7	113.6	109.3
CCCS(=O)(=O)Oc1cc2oc(=O)c3c(c2cc1OC)CCCCCC3	82.7	83.1	75.8	90.6	94.3	87.2	93.8	98.1	98.5
OC(c1ccc(Cl)cc1)C(Nc1ccccc1)c1ccc(Cl)cc1 (stereo not drawn)	84.8	89.4	92.8	97.5	90.7	103.9	103.5	100.0	93.9

A few values from the results shown:
NCI-H322M result of Cn1cnc([N+](=O)[O-])c1Sc1nnc(-c2ccccc2)c(-c2ccccc2)n1 reads 102.3
NCI-H460 result of N#Cc1c(-c2ccc(Cl)cc2)cc(-c2cccc(OCC(=O)O)c2)[nH]c1=O reads 104.3
SW-620 result of Cc1nc(SCC(=O)c2ccccc2)n(Nc2ccccc2)c1C reads 109.1
HT29 result of CCCc1ccccc1-c1cc(-c2ccccc2)on1 reads 88.0
SW-620 result of COc1ccc(C2=NN(c3ccc(S(N)(=O)=O)cc3)C(c3cn(-c4ccccc4)nc3-c3ccc(C)cc3)C2)cc1 (stereo not drawn) reads 109.5

Screening data from PubChem.
